Compound activity (PubChem BioAssay)
14-3-3g Raf: alters human 14-3-3 gamma binding to Raf peptide; FP, 14-3-3gamma / TMR-pS259-Raf peptide binding; P61981; inhibition, % at 40 µM; hit rate 0.19% among 160,000; in the data active means inhibition above about 30%;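 further: 0% = protein plus tracer without compound and 100% = blank with tracer alone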
Target sequence (P61981 whole entry, looked up): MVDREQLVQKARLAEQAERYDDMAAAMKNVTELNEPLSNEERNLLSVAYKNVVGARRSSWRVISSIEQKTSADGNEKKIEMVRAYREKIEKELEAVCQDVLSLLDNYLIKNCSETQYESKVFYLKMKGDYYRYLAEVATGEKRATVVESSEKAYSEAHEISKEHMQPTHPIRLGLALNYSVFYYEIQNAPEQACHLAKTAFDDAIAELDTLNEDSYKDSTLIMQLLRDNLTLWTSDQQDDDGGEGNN
Active calls of the source: *; & = joins results of further samples. The list is partial; count on the stated rates, not on these rows.

Structure | 14-3-3g Raf
CC1=[N+]([O-])C(C)(C)C(c2ccc(F)cc2)=[N+]1[O-] | 2
Cn1c(=O)c2c(nc3n(-c4cccc(Cl)c4)c(-c4ccc(Br)cc4)cn23)n(C)c1=O | 2
O=c1c2c3c(sc2[nH]c(=S)n1-c1ccc(OC(F)F)cc1)CCC3 | -2
Cc1cc(C)c2oc(-c3cccc(NC(=O)c4cccnc4)c3)nc2c1 | -166
CCOC(=O)c1c(C)n(C)c2ccc(OCC(O)Cn3c(C)nc4ccccc43)cc12 (stereo not drawn) | -1
Cn1c(=O)c2c(nc3n(CCO)c(-c4ccc(Cl)cc4)cn23)n(C)c1=O | -1
COCCOC(=O)c1ccc(NC(=O)c2ccc(Cl)cc2)cc1 | 0
CC1(C)CC(=O)C2=C(C1)Nc1ccccc1N(C(=O)C(F)(F)F)C2c1ccc(-c2ccccc2[N+](=O)[O-])o1 (stereo not drawn) | -11
Cc1ccc(C(=O)OCc2nnc(-c3ccccc3)o2)o1 | 0
O=S(=O)(NCCc1cn2ccccc2n1)c1ccc(F)c(C(F)(F)F)c1 | -3
CCN(CC)Cc1c(O)ccc2c(-c3ccccc3)cc(=O)oc12 | 0
CCOC(=O)c1c(NC(=O)c2cccc(Cl)c2)sc(C(C)=O)c1C | -20
CCn1cc(C2=NOC(C(=O)O)C2)c(C)n1 (stereo not drawn) | -1
COc1cc(OC)cc(-c2nnc(SCC(=O)N(C(C)C)C(C)C)o2)c1 | -1
O=C(CN1C(=O)CCC1=O)Nc1ccc(Br)cc1 | -1
c1ccc2c(c1)CCCC2NC1=NCCC1 (stereo not drawn) | -4
CCc1nc(Nc2ccc(N3CCN(C(C)=O)CC3)cc2)c2oc3ccccc3c2n1 | -15
Cc1noc(COc2ccccc2OCC(O)CNC(C)(C)C)n1 (stereo not drawn) | 6
COc1ccc(C(=O)NCCSc2c[nH]c3ccccc23)cc1OC | -1
O=C(Oc1ccccc1NC1=NS(=O)(=O)c2ccccc21)c1ccccc1Cl | 2
O=C(NC1CCN(Cc2nnnn2CCc2ccccc2)CC1)c1ccccc1F | 2
CN(Cc1nc2ccccc2n1C)C(=O)c1cccs1 | -8
CC12CN3CC(C)(CN(C1)C3c1ccc(Br)cc1)C2 (stereo not drawn) | 5
c1ccc(COn2c(-c3ccccc3)nc3c2CCc2nonc2-3)cc1 | -9
CC(=O)Oc1ccc(N2C(=O)C3C4C=CC(O4)C3C2=O)cc1 (stereo not drawn) | -17&8
COCCn1c(N)c(C(=O)NCc2cccs2)c2nc3ccccc3nc21 | -1
Nc1nnc(CS(=O)(=O)c2ccc(Cl)cc2)o1 | 0
CCOc1ccc2[nH]c(=O)c(CN(Cc3cccs3)Cc3nnnn3C(C)(C)C)cc2c1 | 1
CCCCCCCn1c(SCC)nc2c1c(=O)[nH]c(=O)n2C | -2
Cc1cc(O)c(/C=N/c2ccccn2)c(=O)o1 | -3
CC(=O)c1cccc(NC(=O)N2CCCC2C(=O)Nc2cc(C)ccc2C)c1 (stereo not drawn) | -1
CCN(CC)S(=O)(=O)c1csc(C(=O)NCc2ccccc2)c1 | -8
Cc1ccc(NC(=O)c2sc3ncn(CC(=O)N4CCC(C)CC4)c(=O)c3c2C)c(Br)c1 | -2
CN1CCc2nc(SCC(=O)Nc3sc4c(c3C#N)CCCC4)c(C#N)c(-c3ccsc3)c2C1 | -25
O=c1oc2cc(O)ccc2cc1-c1nnc(Nc2ccccc2)s1 | -15
[O-][n+]1onc(-c2ccccc2)c1-c1ccccc1 | -12
CC1CCC2C(C)(CO)C(O)CCC2(C)C12CCC(C)(CO)O2 (stereo not drawn) | -5
Cc1ccc(NC(=O)C(CC(C)C)N2C(=O)c3ccccc3C2=O)cc1 (stereo not drawn) | 8
COc1ccc(OC)c(NS(=O)(=O)c2ccc(NS(=O)(=O)c3ccc4c(c3)OCCO4)cc2)c1 | -22
COc1ccc(C(=O)Nc2cc(C)ccc2O)cc1 | 0
COc1ccc(C2CC(=O)C3=C(C2)Nc2ccccc2NC3c2ccc(OC)c(Br)c2)cc1 (stereo not drawn) | -7
O=[N+]([O-])c1ccc(NCCOc2cccc3ccccc23)c(C(F)(F)F)c1 | -66
CN(C)c1ccc(C(=O)N=c2sc3cc(S(C)(=O)=O)ccc3n2C)cc1 | 6
CCS(=O)(=O)N1CCCC(C(=O)NCCc2ccc(C)cc2)C1 (stereo not drawn) | -6
COc1ccc(C(=O)Nc2ccccc2C(=O)NCc2ccco2)cc1OC | 4
CCOc1ccc(-n2nc3ccc(NC(=O)COc4ccc(OC)cc4)cc3n2)cc1 | -13
CC1(C)Cc2c(c(-c3ccco3)nc3n[nH]c(N)c23)CO1 | -9
COc1cccc2cc(-c3nc(-c4cc5c(ccc6ccccc65)oc4=O)cs3)c(=O)oc12 | -30
COc1ccccc1C1NC(c2ccccc2OC)C(C)C(=O)C1C (stereo not drawn) | -3
COc1ccccc1CNc1ccc(C(=O)O)cc1[N+](=O)[O-] | -7

Sorted by the number under 14-3-3g Raf (falling): some entries from above
Structure | 14-3-3g Raf
CN(C)c1ccc(C(=O)N=c2sc3cc(S(C)(=O)=O)ccc3n2C)cc1 | 6
COc1ccc(C(=O)Nc2cc(C)ccc2O)cc1 | 0
CCCCCCCn1c(SCC)nc2c1c(=O)[nH]c(=O)n2C | -2
CCS(=O)(=O)N1CCCC(C(=O)NCCc2ccc(C)cc2)C1 (stereo not drawn) | -6
CC1(C)Cc2c(c(-c3ccco3)nc3n[nH]c(N)c23)CO1 | -9
[O-][n+]1onc(-c2ccccc2)c1-c1ccccc1 | -12
CCOc1ccc(-n2nc3ccc(NC(=O)COc4ccc(OC)cc4)cc3n2)cc1 | -13

Other results follow.
Structure | 14-3-3g Raf
CCCc1cc(=O)oc2cc3oc(C)c(C)c3cc12 | -3&-5
Fc1ccc(-n2cc(-c3ccccc3)c3c(N4CCCCC4)ncnc32)cc1 | -11
COc1ccc(C2=NN(C(=O)c3cc(OC)c(OC)c(OC)c3)C(c3ccc(F)cc3)C2)cc1OC (stereo not drawn) | 6
COc1ccc(-c2n[nH]c(=S)n2C)cc1 | -4
COCCNC(=O)C1c2ccccc2C(=O)N2CCc3cc(OC)c(OC)cc3C12 (stereo not drawn) | 0
COc1ccc2nc3sc(C(=O)Nc4ccc5c(c4)OCCO5)cc3cc2c1 | -4
Cc1cc(C)cc(C(=O)/C=C2\NC(=O)CS2)c1 | -7
COc1ccc(N=c2scc(-c3ccc(I)cc3)n2CCO)cc1 | -2
O=C(COc1ccccc1N1C(=O)C2C3CCC(C3)C2C1=O)c1ccc(Cl)cc1 (stereo not drawn) | -17
O=C(Nc1ccc2c(c1)OCCO2)c1cc2c(=O)[nH]c3ccccc3c2s1 | -2
CN(C)C(=O)c1c(NC(=O)c2ccccc2F)sc2c1CCCCC2 | -6
COc1cc(C(=O)Nc2cc(-c3nc4cc(C)cc(C)c4o3)ccc2C)cc(OC)c1OC | -166
COc1ccc(N2C(=O)CSC2c2cccc(F)c2)cc1 (stereo not drawn) | -1
COc1cc(-c2noc(-c3ccccc3C(=O)NCc3ccco3)n2)cc(OC)c1OC | 1
O=C(O)[C@@H]1C[C@@H](C(=O)O)N1 | -4
CCOc1ccc(NC2=C(Cl)C(=O)N(c3cccc(C(F)(F)F)c3)C2=O)cc1 | -4
COc1ccc(-c2onc3ccc(Cl)cc23)cc1OC | -9
CCOc1cc(C2C(C(=O)OC)=C(C)NC3=C2C(=O)c2ccccc23)c(Cl)cc1OC (stereo not drawn) | -95
CN1CCN(CC(O)COCc2ccc3c(c2)OCO3)CC1 (stereo not drawn) | -1
CCn1c(CSc2nnc(-c3cccnc3)n2-c2ccccc2C)nc2cc(C(=O)O)ccc21 | 127*
CCC(C)C1N=C2c3ccccc3N=C(SCc3cc(=O)n4ccccc4n3)N2C1=O (stereo not drawn) | -8
Cc1c(Cl)cccc1-n1c(SCC(=O)c2ccc(Cl)cc2)nc2[nH]ncc2c1=O | -2
O=C(Cn1nnc(-c2ccccc2Cl)n1)N1CCN(S(=O)(=O)c2ccc(Cl)cc2)CC1 | -1
c1ccc(CCNc2ccc3nncn3n2)cc1 | -4
O=C(CN(c1cccc(C(F)(F)F)c1)S(=O)(=O)c1ccccc1)N1CCOCC1 | 1

(next part)
canonical_smiles	14-3-3g Raf
CC(=O)Nc1ccc2c(c1)n(C)c(=O)n2C	1
Cc1ccc(NC(=O)Cn2nc(C)c3ccccc3c2=O)cc1	-12&7
CCCCC(=O)Nc1ccc2oc(-c3cccnc3)nc2c1	-2
O=S(=O)(c1ccc2c(c1)OCCO2)N1CCN(Cc2ccccc2)CC1	-6
COc1ccccc1C(=O)NC1CS(=O)(=O)CC1Cl (stereo not drawn)	-5
O=C(Cn1nnc(-c2ccccc2Cl)n1)Nc1ccc2c(c1)OCO2	-49
CCOC(=O)c1ccc(CC(=O)c2c(O)cc(O)cc2O)o1	-8
CCC(=O)NCCCc1nc2ccccc2n1C	-5
O=C(NCCN1CCOCC1)c1cccc(Cl)c1	9
Cc1ccc(CNC(=O)c2ccc3c(c2)nc(C)n3-c2cccc(Cl)c2)cc1	-13
CC1CN(CC(=O)Nc2sc3c(c2C(N)=O)CCC3)CC(C)O1 (stereo not drawn)	-27
O=C1c2oc3ccccc3c(=O)c2C(c2ccc(O)cc2)N1c1nccs1 (stereo not drawn)	25
COc1ccc(OC)c(C(=O)CC2(O)C(=O)Nc3ccccc32)c1 (stereo not drawn)	-5
CCOC(=O)C1=C(C)NC2=C(C(=O)CC(C)(C)C2)C1c1ccc(N2CCOCC2)cc1 (stereo not drawn)	6
CN(C)c1nc(N)nc(Nc2ccccc2C#N)n1	5
CCCOC(=O)c1ccc(NC(=O)CCN2C(=O)c3cccc([N+](=O)[O-])c3C2=O)cc1	4
COc1ccc(OC)c(-c2cc(C(=O)Nc3c(C)nn(Cc4ccc(Cl)cc4)c3C)no2)c1	-5
Cn1c(CCNC(=O)c2ccco2)nc2cc(NS(=O)(=O)c3ccc(Cl)cc3)ccc21	-12
CCOc1ccc(OCC)c(NC(=O)C2CCCN(S(=O)(=O)c3cccs3)C2)c1 (stereo not drawn)	-7
CC(=O)NC1=NN(C(C)=O)C2(CCCCC2)S1	1
CC1CCN(CCCCOc2ccc(F)cc2)CC1	2
N#Cc1ccc(OCC(=O)N2CCN(S(=O)(=O)c3cccs3)CC2)cc1	-6
CC(N=c1ccccn1C(=O)Nc1ccc(F)cc1)c1ccco1 (stereo not drawn)	5
Cn1ccnc1C(O)c1cccs1 (stereo not drawn)	-3
Cc1nc(N2CCCCC2)c2c(C)c(C(=O)Nc3cccc(Cl)c3)sc2n1	-28
Brc1ccccc1-c1nnc(-c2cccnc2)o1	7
CCN(CC)c1ccc2cc(-c3nnc(Nc4ccc(OC)c(OC)c4)s3)c(=O)oc2c1	-18
CC(=O)N(CCCc1ccc(C(C)(C)C)cc1)CCCN(C)C	-2
O=C(O)c1nn2c(c1Cl)NC(c1cccs1)CC2C(F)(F)F (stereo not drawn)	0
CCOC(=O)C1=C(CC)NC2=C(C(=O)CC(C)(C)C2)C1c1cccc([N+](=O)[O-])c1 (stereo not drawn)	-6
CCOc1ccc(NC(=O)CN2CCN(CC(=O)Nc3cc(OC)cc(OC)c3)CC2)cc1	-7
CCOc1ccccc1NC(=O)C1CCCN(C(=O)NCc2ccccc2)C1 (stereo not drawn)	5
CCOC(=O)c1sc2ncn(CC(=O)Nc3ccc(Oc4ccccc4)cc3)c(=O)c2c1C	-5
CC1CCN(c2nc3c(c(=O)[nH]c(=O)n3C)n2CCCc2ccccc2)CC1	3
CN1CCCCc2c1nc1c(c2N)CCCC1	-3
Cc1sc2ncnc(N)c2c1C	-27
COc1cc(Br)c(C2Nc3ccc4ccccc4c3C3=C2C(=O)CC(C)(C)C3)cc1OC (stereo not drawn)	4
CCOC(=O)c1sc(N)c(C#N)c1COC(=O)CNC(=O)c1ccccc1	-9
O=C(Nc1c(C(=O)N2CCCC2)cnn1-c1ccccc1)c1ccc(Br)cc1	-9
COc1nc(-c2ccccc2)ccc1-c1noc(-c2ccccc2)n1	-12
Cc1ccccc1Cn1ccc(NC(=O)c2cnn3c(C(F)(F)F)cc(-c4ccco4)nc23)n1	-9
C=CCn1c(SCC(=O)Nc2ccc3c(c2)OCO3)nc2ccccc2c1=O	-6
Cc1nc2nc(S(=O)(=O)N3CCOCC3)nn2c(C)c1C	-5
Cc1ccccc1Cn1c(=O)c(F)cn(C2CCCO2)c1=O (stereo not drawn)	11
COc1cccc2cc(-c3ccc([N+](=O)[O-])cc3)c(=O)oc12	-2
CCOC(=O)N1CCN(Cc2nc3c(c(=O)n(C)c(=O)n3C)n2CCCc2ccccc2)CC1	-7
COCCN(C(=O)Nc1ccc(OC)cc1OC)C1CCN(C(C)C)CC1	4
CC(=O)NC(=O)c1cc2c(ccc3ccccc32)oc1=Nc1ccc(C#N)cc1	-7
Cc1cc(C)c2c(N)c(C(=O)Nc3nccs3)sc2n1	-5&-5
COc1ccccc1-c1nnc2sc(COc3ccc(Cl)cc3Cl)nn12	-2
c1ccc2oc(SCc3cn4ccccc4n3)nc2c1	-2&1
COc1cc(C(=O)Nc2ccc(NC(=O)C3CC3)nc2)cc(OC)c1OC	2
CC1(C)CC(=O)C2=C(C1)Nc1ncnn1C2c1ccccn1 (stereo not drawn)	-5&3
Cc1cccc(NC(=O)CN(c2cccc(C(F)(F)F)c2)S(=O)(=O)c2ccccc2)c1	-23
COc1ccc(-n2nc(C(=O)NCC(=O)Nc3nc4ccccc4s3)c3ccccc3c2=O)cc1OC	-6
Cc1cc(NC(=O)c2cc(-c3ccco3)on2)n(-c2ccccc2)n1	-39&-174
COc1ccc(-c2cc(C(=O)Nc3cccc(C(F)(F)F)c3)c3ccccc3n2)cc1OC	-6

Exported with each value named: four of the compounds above.
COc1ccccc1-c1nnc2sc(COc3ccc(Cl)cc3Cl)nn12
  14-3-3g Raf = -2
c1ccc2oc(SCc3cn4ccccc4n3)nc2c1
  14-3-3g Raf = -2&1
COc1cc(C(=O)Nc2ccc(NC(=O)C3CC3)nc2)cc(OC)c1OC
  14-3-3g Raf = 2
CC1(C)CC(=O)C2=C(C1)Nc1ncnn1C2c1ccccn1 (stereo not drawn)
  14-3-3g Raf = -5&3
